Screening results as filed in PubChem BioAssay.
IL2 activator: IL-2 activation; IL-2 activation reporter assay, cell-based qHTS; stimulated with anti-CD3/CD4/CD28 beads; in transgenic mouse T cells; activation, % (series mostly up to about 46 µM); actives 0.065% (n = 360,000); AID 652025; in the data active = activation above about 50%; inconclusive = mostly about 30% to 49%; note: 0% is about no effect
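Readout: EGFP and DsRed signals by fluorescent plate cytometry. Unstimulated transgenic mouse T cells received compound 60 min before antibody-bead stimulation, then incubated 18 h at 37 degrees C.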
GLP-1R agonist: GLP-1 receptor (human) agonism; HEK293 GLP-1R CRE-luciferase, luminescence, 4-6 h; cells express a hypersensitive GLP-1R form; Potency, µM (doses to about 45.6 µM), for the others: top-dose activation, usual class: activators; actives 0.007% (n = 380,000); active = well fitted activation curve with a large enough effect; inconclusive = small, poorly fitted or top-dose-only effect; inactive = no such curve, though single readings can be large or run the other way; note: potency is the fitted concentration of half-maximal effect; % of control where 0% means no effect
Target sequence (P43220 whole entry, looked up): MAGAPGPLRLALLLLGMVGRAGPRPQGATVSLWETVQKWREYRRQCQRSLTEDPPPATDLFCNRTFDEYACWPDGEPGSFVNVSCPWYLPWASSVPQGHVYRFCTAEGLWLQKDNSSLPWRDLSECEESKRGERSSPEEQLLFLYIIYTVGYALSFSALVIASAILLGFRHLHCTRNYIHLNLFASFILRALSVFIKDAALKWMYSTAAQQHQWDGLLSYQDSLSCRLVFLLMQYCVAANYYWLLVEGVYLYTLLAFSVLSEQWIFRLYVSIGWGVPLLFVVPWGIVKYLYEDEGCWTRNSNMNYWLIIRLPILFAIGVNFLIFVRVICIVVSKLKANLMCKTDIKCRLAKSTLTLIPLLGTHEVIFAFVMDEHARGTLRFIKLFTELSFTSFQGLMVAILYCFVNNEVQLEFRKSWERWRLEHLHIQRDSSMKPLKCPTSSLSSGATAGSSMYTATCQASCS
DRD3 agonist: agonists of human D3 dopamine receptor | max activation, % | P35462 | AID 652048 | actives 0.58% (n = 410,000) | D3R DiscoveRx beta-arrestin cells, luminescence, 90 min; in the data active = max activation above about 30%; note: 0% is about no effect; mostly tested at two doses, the higher about 12 µM
Target sequence (P35462 whole entry, looked up): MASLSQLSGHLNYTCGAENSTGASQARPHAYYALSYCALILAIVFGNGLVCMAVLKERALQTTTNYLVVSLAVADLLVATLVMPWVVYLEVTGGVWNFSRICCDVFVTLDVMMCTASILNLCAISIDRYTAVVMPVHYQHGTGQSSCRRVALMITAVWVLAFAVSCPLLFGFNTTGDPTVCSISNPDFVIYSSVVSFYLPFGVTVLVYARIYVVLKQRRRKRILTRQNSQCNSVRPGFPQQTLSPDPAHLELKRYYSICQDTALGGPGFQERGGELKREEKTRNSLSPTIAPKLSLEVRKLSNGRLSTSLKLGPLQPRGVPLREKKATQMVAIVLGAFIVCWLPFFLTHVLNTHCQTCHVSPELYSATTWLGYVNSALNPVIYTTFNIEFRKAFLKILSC
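Cells at 1500/well, incubated overnight, then treated with pinned compounds (dopamine as control) for 90 min at 37 degrees C. DiscoveRx reagent added for 30 - 60 minutes at room temperature; luminescence read.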
The depositor's hits bear a star; ? = inconclusive; . = no result given; & = joins results of further samples; [ ] = another dose, or the depositor's remark.

SMILES	IL2 activator	GLP-1R agonist	DRD3 agonist
CC(=O)NC(c1cccs1)c1cc(F)c2cccnc2c1O (configuration not stated)	-0.5	5.3%	.
CC(=O)Nc1oc(-c2cccc3ccccc23)nc1C#N	0.5	10.7%	.
COc1ccc2c(c1)C(C)(CCN)C(=O)N2C (configuration not stated)	-0.3	1.0%	.
CCCCOc1ccc(Cl)cc1Nc1nc(NCCO)nc(N2CCCC2)n1	-0.2	-5.3%	.
Cn1nnnc1Sc1ncnc2scc(Br)c12	-0.6	-8.7%	.
CCC(=O)NC(c1cccs1)c1cc(Cl)c2ccccc2c1O (configuration not stated)	1.0	-1.8%	.
CCCCN(CCCNC(=S)NCCCc1cnc[nH]1)c1ccc(Br)cn1	-0.5	4.7%	.
Nc1ncnc2c1C(c1ccccc1)c1c(ccc3ccccc13)O2 (configuration not stated)	0.0	-0.3%	.
Oc1c(CNc2ccccc2)cc(COCc2ccccc2)c2cccnc12	-0.9	-2.8%	.
COc1cccc2c1oc1c(SCc3nc4ccccc4[nH]3)nc(C)nc12	-0.6	19.2%	.
Cn1nnnc1Sc1ncnc2scc(-c3ccc[nH]3)c12	-0.6	-6.5%	.
O=[N+]([O-])c1ccccc1S(=O)(=O)N1CCN(S(=O)(=O)c2ccc3c(c2)OCCO3)CC1	0.2	2.4%	.
CC(O)CCCCn1c(=O)c2c(ncn2C)n(C)c1=O (configuration not stated)	.	-1.9%	-0.6
Cc1c(C)c2c(c(C)c1OC(=O)c1cccnc1)CC[C@@](C)(CCC[C@H](C)CCC[C@H](C)CCCC(C)C)O2	.	-0.8%	4.9
O=c1cc[nH]c(=S)[nH]1	.	-4.0%	-1.2
COc1ccc(-c2noc(CC(=O)O)c2-c2ccc(OC)cc2)cc1	.	17.5%	0.4
COc1ccc2[nH]c(S(=O)Cc3ncc(C)c(OC)c3C)nc2n1 (configuration not stated)	.	-4.2%	1.9
CC(N)CCCC(C)(C)O (configuration not stated)	.	-4.2%	-8.7
CN(Cc1ccccc1)Cc1ccccc1	.	1.8%	-17.7
O=C(O)[C@H](CC(=O)N1C[C@H]2CCCC[C@H]2C1)Cc1ccccc1	.	-1.7%	-1.0
CC(C)(C)C(=O)NCCCC(=O)O	.	-0.7%	-3.2
O=C(O)Cc1ccccc1Oc1ccc(Cl)cc1Cl	.	-0.4%	4.7
CC(=O)SC[C@@H](C)C(=O)N1CCC[C@H]1C(=O)N[C@@H](Cc1ccccc1)C(=O)O	.	3.7%	-14.1
CCC(=O)OCC(=O)[C@@]1(OC(=O)CC)[C@@H](C)C[C@H]2[C@@H]3CCC4=CC(=O)C=C[C@]4(C)[C@@]3(F)[C@@H](O)C[C@@]21C	.	-2.1%	-6.8
COc1cc(Br)c(C[N+]2(CCOCCC3CCC4CC3C4(C)C)CCOCC2)cc1OC (configuration not stated)	.	0.8%	0.0
O=P(O)(O)C(O)(Cn1ccnc1)P(=O)(O)O	.	-4.2%	6.6
CCCCCCCCCCCCCCCCSCC(COC)COP(=O)([O-])OCC[N+](C)(C)C (configuration not stated)	.	-2.5%	5.4
CCN(CC)CCNC(=O)c1c(C)[nH]c(/C=C2\C(=O)Nc3ccc(F)cc32)c1C	.	-11.1%	-16.0
N=C(N)c1ccc(OCCCOc2ccc(C(=N)N)cc2Br)c(Br)c1	.	-1.2%	-23.5
COc1cc(C)c(Cc2cnc(N)nc2N)cc1OC	.	13.8%	7.1
O=P(O)(O)CP(=O)(O)O	.	3.3%	8.8
CNCCCCOc1ccccc1Cc1ccccc1	.	10.1%	-22.7
O=C1[C@@H]2[C@H]3CC[C@H](C3)[C@@H]2C(=O)N1CCCCN1CCN(c2ncccn2)CC1	.	-4.1%	-10.0
CCCCCCCCCCOc1cc2c(=O)c(C(=O)OCC)c[nH]c2cc1OCC	.	2.4%	5.1
C[C@H](CCCC(C)(C)O)[C@H]1CC[C@H]2[C@@H]3CC=C4C[C@@H](O)CC[C@]4(C)[C@H]3CC[C@]12C	.	-3.5%	-10.2
Nc1c[n+](N2CCOCC2)no1	.	-4.8%	9.4
CCCC(CCC)C(N)=O	.	2.4%	57.6*
CN1CC(=O)N/C1=N/C(=O)Nc1cccc(Cl)c1	.	7.9%	-1.8&2.9
C[Si](C)(C)O[Si](C)(C)C	.	11.0%	3.0
CC1CC(OC(=O)c2ccccc2O)CC(C)(C)C1 (configuration not stated)	.	0.4%	-11.5
Nc1nc(N)c(-c2ccccc2)s1	.	-3.9%	5.4
CN1CCC(N(Cc2cccs2)c2ccccc2)CC1	.	2.0%	-17.6
CCC(=O)NCCC1CCc2ccc3c(c21)CCO3 (configuration not stated)	.	13.1%	11.2
O=C(O)[C@H]1CN(C/C=C/P(=O)(O)O)CCN1	.	1.7%	9.7
CC1(O)CCC(C(C)(C)O)CC1 (configuration not stated)	.	10.0%	-0.1
CC(C)(Oc1ccc(C2CCCc3ccccc32)cc1)C(=O)O (configuration not stated)	.	2.2%	-9.8
CC(C)CCOC(=O)c1ccc(N(C)C)cc1	.	13.2%	8.3
Nc1ccc(/C=C/c2ccc(N)cc2S(=O)(=O)O)c(S(=O)(=O)O)c1	.	-3.5%	7.2
O=S(=O)(O)c1ccc(O)cc1	.	7.7%	10.1
COc1ccc(CNCC(O)COc2ccc3[nH]c(=O)ccc3c2)cc1OC (configuration not stated)	.	-5.4%	1.6
CCN(CC)CCOc1ccc(C(O)(Cc2ccc(Cl)cc2)c2ccc(C)cc2)cc1 (configuration not stated)	.	8.5%	-20.7
NC(=S)NS(=O)(=O)c1ccc(N)cc1	.	1.9%	2.5
CCCCCCCCCCCCCCCCCC(=O)OCC(C)O (configuration not stated)	.	-0.9%	2.9
CCCCCCCCCCCCCCCCCC[N+](C)(C)CCC[Si](OC)(OC)OC	.	15.2%	-9.5
O=c1[nH]c(=O)n([C@H]2C[C@H](O)[C@@H](CO)O2)cc1/C=C/Br	.	-1.3%	3.3
COC(=O)CC[C@H](N)C(=O)O	.	1.6%	-7.9
COc1ccccc1Oc1c(NS(=O)(=O)c2ccc(C(C)(C)C)cc2)nc(-c2ncccn2)nc1OCCO	.	0.1%	7.1
O=C(Oc1cccc2cccnc12)c1ccccc1	.	4.7%	-6.7
CCOc1ccc(N=C(C)Nc2ccc(OCC)cc2)cc1	.	-4.3%	-8.3
FC(F)(F)C(Cl)Br (configuration not stated)	.	6.4%	-14.6
(continued)
SMILES	IL2 activator	GLP-1R agonist	DRD3 agonist
O=C(CN1CCNCC1)NC1CCCCC1	.	0.6%	-0.5
NC(=O)NNc1ccccc1	.	2.6%&1.9%	2.0&1.6
C[N+]1(CC2COC(c3ccccc3)(c3ccccc3)O2)CCCCC1 (configuration not stated)	.	2.7%	4.0
c1ccc2sc(SSc3nc4ccccc4s3)nc2c1	.	-2.4%	5.9
CC(C)C[C@H](NC(=O)[C@H](CCc1ccccc1)NC(=O)CN1CCOCC1)C(=O)N[C@@H](Cc1ccccc1)C(=O)N[C@@H](CC(C)C)C(=O)[C@@]1(C)CO1	.	-5.6%	6.9
CCOc1nc2cccc(C(=O)O)c2n1Cc1ccc(-c2ccccc2-c2nn[nH]n2)cc1	.	-2.8%	-1.3
CC(=O)Oc1c(C)cc(OCC(O)CNC(C)C)c(C)c1C (configuration not stated)	.	3.3%	5.6
O=C(O)Cc1cccc(-c2cc(CCCCCCc3ccc(O[C@H]4O[C@H](CO)[C@@H](O)[C@H](O)[C@@H]4O)c(-c4cccc(CC(=O)O)c4)c3)ccc2O[C@H]2O[C@H](CO)[C@@H](O)[C@H](O)[C@@H]2O)c1	.	-0.4%	-18.3
CN(Cc1cc(Br)cc(Br)c1N)C1CCCCC1	.	-4.6%	-20.0
CCCC(=O)c1cc(O)c(O)cc1O	.	-0.1%[96 µM]	13.7
Cc1cc(N)c2ccccc2[n+]1CCCCCCCCCC[n+]1c(C)cc(N)c2ccccc21	.	-0.6%[19.8 µM]	-21.3
COCCOC(=O)C1=C(C)NC(C)=C(C(=O)OC/C=C/c2ccccc2)C1c1cccc([N+](=O)[O-])c1 (configuration not stated)	.	2.8%	3.1
O=[N+]([O-])c1nccn1CO[C@@H](CO)[C@H](O)CO	.	9.3%	-3.6
O=C(O)COc1ccccc1/C=N/NC(=O)c1ccncc1	.	0.1%	-13.6
COc1cc(C(=O)NC2CCCNC2)cc(OC)c1OC (configuration not stated)	.	-5.2%	-7.9
O=C(O)c1ccc(OCCCOc2ccc(C(=O)O)cc2)cc1	.	0.7%	9.3
[O]=[Bi][O][Bi]=[O]	.	24.8%	6.0
OCc1ccccc1O	.	3.1%	7.9
COC(=O)C1=C(C)NC(COC(N)=O)=C(C(=O)OC(C)C)C1c1cccc(Cl)c1Cl (configuration not stated)	.	-5.1%	1.8
Oc1cccc(O)c1O	.	9.9%	7.2
C=Cc1ccc(S(=O)(=O)O)cc1	.	-3.4%	-7.5
O=C(O)P(=O)(O)O	.	-5.9%	6.1
COC(=O)C1=C(C)NC(C)=C(C(=O)OCC(C)=O)C1c1ccccc1[N+](=O)[O-] (configuration not stated)	.	-2.2%	-10.8
Clc1ccc(Cn2c(CN3CCCC3)nc3ccccc32)cc1	.	-1.1%[19.8 µM]	-21.6
CC(=O)Nc1ccc(OCCOCCOc2ccc(NC(C)=O)cc2)cc1	.	-0.6%	6.1
CCCc1nc(C(C)(C)O)c(C(=O)OCc2oc(=O)oc2C)n1Cc1ccc(-c2ccccc2-c2nn[nH]n2)cc1	.	-2.1%	-7.5
CC(CNC(=O)c1cccnc1)NC(=O)c1cccnc1 (configuration not stated)	.	-5.0%	-9.5
Clc1ccc(Nc2nnc(Cc3ccncc3)c3ccccc23)cc1	.	3.6%	3.4
OCc1ccc(Cl)cc1Cl	.	-2.1%	1.7
CCCCCCCCCCCCCCCCOCCOCCOCCOCCOCCOCCOCCOCCOCCOCCOCCOCCOCCOCCOCCOCCOCCOCCOCCOCCO	.	8.1%	-4.8
COc1cc(-c2ccc(-[n+]3nc(-c4ccccc4)nn3-c3ccc([N+](=O)[O-])cc3)c(OC)c2)ccc1-[n+]1nc(-c2ccccc2)nn1-c1ccc([N+](=O)[O-])cc1	.	-8.0%	-4.8
CCOc1ccc(Cc2nccc3cc(OCC)c(OCC)cc23)cc1OCC	.	?	-2.3
CCCCC(CC)CCC(CC(C)C)OS(=O)(=O)O (configuration not stated)	.	0.1%&-3.7%	6.7&1.7
CC(C)OC(=O)OCOP(=O)(CO[C@H](C)Cn1cnc2c(N)ncnc21)OCOC(=O)OC(C)C	.	10.2%	-1.5&4.2
COc1cc(O)c(C(=O)c2ccccc2)cc1S(=O)(=O)O	.	-0.1%	-8.0
O=C(CCCCCCCCC#CI)Oc1ccccc1	.	-1.1%	-16.6
CCOC(=O)c1ccc(O)cc1	.	-4.6%	8.0
COC(=O)C(CN)c1c[nH]c2ccc(OC)cc12 (configuration not stated)	.	?	12.5
CC(C)(C)c1ccc2c(S(=O)(=O)O)c(C(C)(C)C)ccc2c1	.	6.5%	11.1&11.0
O=C(O)c1cc(O)c2c(c1)[O][Bi][O]2	.	9.6%	8.1
O=C(NNCS(=O)(=O)O)c1ccncc1	.	-3.6%	4.0
CCCCCC=CCC=CCCCCCCCC(=O)OCC	.	2.7%	9.3
CC/C(=C(/CC)c1ccc(OP(=O)(O)O)cc1)c1ccc(OP(=O)(O)O)cc1	.	6.5%	6.5

Only part of the results is shown; the hit share may differ from the screen's.
